Assay outcomes: PubChem BioAssay, several laboratories
ABCB6 inh MLPCN: inhibitors of human ABC transporter ABCB6. Q9NP58. K562-ABCB6 porphyrin accumulation, flow cytometry, 1 h; active compounds read low. fluorescence ratio to DMSO, % at 10 µM. 0.19% of 360,000 active;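 active means fluorescence ratio to DMSO below 75%, the collection mean minus 3 SD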;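 further: signal is porphyrin accumulated inside mitochondria; 100% equals median channel fluorescence of DMSO control wells; lower ratio means ABCB6 inhibition with less porphyrin fluorescence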
Cardio protect: myocardial damage modulation in H9c2 cells | H9c2 cardiomyocytes, H2O2 injury protection, ATPLite, 2 h | protection from H2O2 cell death, % at 20 µM | 0.63% of 360,000 active;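 active means compounds giving at least 50% protection of heart cells from peroxide-induced death in the single-dose screen, raw or plate-pattern-corrected value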;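 further: 0% = DMSO wells with peroxide and 100% = DMSO wells without peroxide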
CaV13 ICDI inh: Primary screen for inhibitors of IQ motif and Ca2+-dependent inactivation inhibitor domain binding in CACNA1D, Förster resonance energy transfer in living cells, …. HEK cells, CFP/YFP FRET ICDI-IQ, plate reader, 10 min; percent FRET-ratio fall versus neutral wells. inhibition, % at 12.3 µM. 0.098% of 340,000 active. AID 743397;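 active means mean replicate inhibition of at least 30% and at least 1% of replicates passing that level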;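 further: 0% = median of the neutral control wells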
aDG glyco up: increases alpha dystroglycan glycosylation; 0.22% of 360,000 active; AID 624168; activation, % at 10 µM; Pro5-aDG cells, alpha-DG glycosylation AlphaScreen (IIH6); 0% Pro5, 100% B10-LARGE cell signal;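 active means activation of at least 8% versus controls, or a plate z-score of at least 8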;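 further: Pro5 are CHO cells carrying HIG-tagged alpha-DG that lacks glycosylation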
N-glyco inh: blocks N-linked glycosylation in D54 reporter cells | D54 ERlucT glycosylation luciferase reporter, 24 h; percent of 100 nM tunicamycin response | reporter increase, % at 12.5 µM | 0.23% of 360,000 active;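 active means mean luciferase reporter signal, scaled so untreated is 0 and the glycosylation-blocking control 100, at or above a set limit in every replicate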;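 further: luciferase carries N-glycosylation sites so blocking glycosylation raises the light; 0% = median of neutral control wells and 100% = median of 100 nM tunicamycin wells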
PDI turbidity: blocks human protein disulfide isomerase activity. P07237. inhibition, % at 10 µM. 0.052% of 350,000 active. AID 588391. PDI insulin aggregation turbidity, A650, 90 min;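 active means mean inhibition across replicates of 30% or more, whatever share of single replicates reach that level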;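 further: absorbance from insulin aggregation driven by PDI reduction with DTT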
Target sequence (P07237 whole entry, looked up): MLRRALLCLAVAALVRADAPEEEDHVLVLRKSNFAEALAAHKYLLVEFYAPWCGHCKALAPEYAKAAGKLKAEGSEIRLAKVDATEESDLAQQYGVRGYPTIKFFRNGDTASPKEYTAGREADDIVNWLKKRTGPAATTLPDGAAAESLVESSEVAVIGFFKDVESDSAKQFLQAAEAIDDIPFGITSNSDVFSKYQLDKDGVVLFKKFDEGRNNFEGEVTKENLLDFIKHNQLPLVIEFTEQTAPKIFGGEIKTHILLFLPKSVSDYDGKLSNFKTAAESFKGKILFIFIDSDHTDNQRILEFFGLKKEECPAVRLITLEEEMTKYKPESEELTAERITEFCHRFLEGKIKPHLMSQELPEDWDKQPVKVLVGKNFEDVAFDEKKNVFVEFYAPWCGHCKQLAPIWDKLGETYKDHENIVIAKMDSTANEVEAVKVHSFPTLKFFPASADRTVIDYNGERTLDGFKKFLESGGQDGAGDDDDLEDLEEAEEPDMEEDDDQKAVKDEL
Granule exo inh: blocks lytic granule exocytosis; TALL-104 LAMP-1 surface exposure, flow cytometry; cells stimulated with thapsigargin and PMA; inhibition, % at 10 µM; 0.66% of 360,000 active;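 active means inhibition above about 55%, limit read from the data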
iPSC survival up: hiPSC single-cell survival enhancement. ATPlite luminescence; 100% = ROCK inhibitor wells, 0% = DMSO. survival enhancement, % at 20 µM. 0.044% of 360,000 active. AID 602274; in the data active means survival enhancement above about 18%;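 further: cells exposed to compounds for 16 hours before the ATP read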
Vif imaging: inhibitors of HIV Vif | HEK293T cells, Vif self-association by quenched fluorescence, imaging, 24 h | inhibition, % at 7.49 µM | 0.35% of 340,000 active; in the data active means inhibition above about 50%, passing the limit was not always enough; further: some results filed as inactive read as strong as hits
m5-HT2A agonist: mouse HTR2A agonism via beta-arrestin recruitment; CHO-K1 mHTR2A beta-arrestin complementation, luminescence; percent of 30 µM serotonin response; activation, % at 7.6 µM; AID 624169; P35363; 0.66% of 360,000 active;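 active means activation above a run cutoff, the mean activation of all tested compounds plus 3 SD, cut at about 14% in these data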;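 further: 0% = plate median of compound wells and 100% = 30 µM serotonin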
Target sequence (P35363 whole entry, looked up): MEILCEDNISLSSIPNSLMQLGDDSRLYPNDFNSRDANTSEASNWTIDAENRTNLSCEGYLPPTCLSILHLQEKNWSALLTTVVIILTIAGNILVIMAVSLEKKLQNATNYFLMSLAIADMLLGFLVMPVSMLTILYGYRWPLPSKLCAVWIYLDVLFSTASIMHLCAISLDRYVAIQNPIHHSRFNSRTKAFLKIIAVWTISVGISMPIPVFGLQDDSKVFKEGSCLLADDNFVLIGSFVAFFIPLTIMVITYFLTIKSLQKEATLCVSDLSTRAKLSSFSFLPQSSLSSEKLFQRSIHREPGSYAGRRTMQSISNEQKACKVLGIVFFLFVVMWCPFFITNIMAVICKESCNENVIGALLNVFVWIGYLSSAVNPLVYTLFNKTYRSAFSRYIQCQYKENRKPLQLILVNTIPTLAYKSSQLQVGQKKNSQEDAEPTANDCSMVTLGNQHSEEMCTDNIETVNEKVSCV
* hit, by the source's call; x = no result given.

SMILES	ABCB6 inh MLPCN	Cardio protect	CaV13 ICDI inh	aDG glyco up	N-glyco inh	PDI turbidity	Granule exo inh	iPSC survival up	Vif imaging	m5-HT2A agonist
Cc1ccc(-c2nnc(NC(=O)Cc3ccc(F)cc3)o2)c(C)c1	95.0	11.3	x	-0.1	3.6	-6.6	6.5	-0.1	-4.0	-4.3
CCOC(=O)c1ccc(NC(=S)NNC(=O)C2(C)CC2(Cl)Cl)cc1 (centres undefined)	107.0	-2.6	x	-0.1	0.0	-30.0	6.0	-0.7	8.7	1.6
O=C(Nc1ccc2c(c1)OCO2)C1Cc2c(-c3ccncc3)ccnc2O1 (centres undefined)	90.0	1.0	-7.1	0.0	-0.9	-6.1	-7.3	0.0	3.2	3.1
COc1ccc(C(C)=O)cc1CSc1nnc(Nc2ccc(C)cc2)s1	96.0	5.0	-4.5	0.8	-2.0	5.3	-1.0	0.6	-10.9	-3.9
O=C(c1ccccc1)c1ccc(OCCCCN2CCCCC2)cc1	101.0	-7.4	x	0.5	-0.8	-4.9	-0.9	-1.1	-3.3	-0.5
CC(=O)C1C(c2ccc(Br)cc2)C2C(C)=NN=C2CC1(C)O (centres undefined)	102.0	5.8	-0.2	-0.2	0.1	3.3	32.1	0.5	-6.2	6.4
CC1Cc2nc(SCC(=O)N3CCN(c4ccccc4)CC3)n(C)c(=O)c2S1 (centres undefined)	96.0	12.1	4.7	-0.1	1.3	x	-5.1	2.5	-12.5	8.8
Cc1ccc(OCC(O)CN2C(=O)NC(C)(C)C2=O)cc1 (centres undefined)	96.0	15.7	-5.4	0.3	4.0	10.0	1.4	1.3	-0.2	1.5
CCNc1nc(N)nc(Oc2ccc(OCCOc3ccc(Cl)cc3Cl)nn2)n1	102.0	-0.5	-11.5	0.0	3.8	-2.8	9.2	-1.3	-11.3	1.2
O=C(O)c1ccc(Cn2cnc3scc(-c4ccccc4)c3c2=O)cc1	99.0	-1.6	-2.5	-0.1	1.1	5.2	-4.3	0.4	-7.9	2.9
COc1ccc(OC)c(S(=O)(=O)N2CCC3(CC2)OCCN3S(=O)(=O)c2cccs2)c1	98.0	5.0	x	0.0	-2.3	-3.7	-3.1	0.3	6.9	1.4
Cc1ccccc1N1CCN(C2CCCN(C(=O)CN3CCCC3=O)C2)CC1 (centres undefined)	98.0	-0.6	-6.2	0.0	-0.9	-1.4	-0.1	0.4	x	-2.5
NS(=O)(=O)c1ccc(NC(=O)CCC(=O)c2cccs2)cc1	98.0	9.1	-14.3	0.0	0.8	-1.6	-12.0	-0.1	5.3	0.1
COc1ccc(-c2noc(CN(C)S(=O)(=O)c3ccc(Cl)cc3)n2)cc1OC	102.0	-10.3	-4.2	-0.4	-5.6	-3.6	-1.0	-0.5	-3.7	-0.1
COc1ccc2c(C=O)cn(C)c2c1	102.0	1.9	0.8	0.0	-0.8	-0.9	1.0	-1.5	-1.8	8.9
CCCNC(=O)C1(C)CCCN(Cc2ccccc2Cl)C1 (centres undefined)	101.0	2.4	-4.8	0.0	-0.1	9.6	-0.7	-1.3	7.1	8.9
Cn1c2ccccc2c2cc(/C=N/NC(=O)c3ccccc3F)ccc21	101.0	6.9	x	0.0	10.1	-1.2	19.7	0.0	-6.8	-4.3
O=C(Nn1cnc2ccccc2c1=O)C1CCCCC1	89.0	2.0	-7.6	0.0	0.6	0.9	-1.8	-0.4	2.9	-2.4
CCNC(=O)c1ccc(C2SCC(=O)N2CCc2ccccc2)cc1 (centres undefined)	88.0	0.8	4.8	-0.3	-1.7	-7.9	0.1	0.2	-8.0	-0.7
Cc1ccc(-n2nnnc2-c2cnc(N3CCCC3)nc2C(F)(F)F)cc1	89.0	-29.4	x	0.8	0.1	0.3	7.6	-1.7	0.4	1.6
Cc1cccc(CS(=O)(=O)Cc2ccc(C(=O)NCCCN3CCCC3)o2)c1	95.0	-1.1	-9.4	0.2	-2.0	0.7	-1.3	-2.3	2.4	-2.5
CC1(OC(=O)c2cccs2)C(=O)C=C2C=C3CCCN3C=C2C1=O (centres undefined)	94.0	10.3	x	0.2	2.9	-13.8	-5.3	3.2	0.2	1.4
O=S(=O)(NCc1cc(-c2ccccc2Cl)no1)c1ccc(Cl)cc1	90.0	-7.6	-4.3	0.0	-0.1	-5.4	0.7	2.4	-9.7	-3.8
COc1cc(/C=N/NC(=O)c2cccnc2)ccc1OS(=O)(=O)c1cc(C)ccc1C	89.0	62.3*	-18.6	0.4	0.0	2.3	-3.4	3.4	-15.0	1.3
Cc1cc(NC(=O)COC(=O)c2n[nH]c3ccccc23)no1	92.0	4.7	-4.0	0.1	1.2	-3.9	-1.0	-1.1	-4.9	-2.8
O=C(Nc1nnc(-c2ccc3c(c2)OCCO3)o1)c1ccc(Cc2ccccc2)cc1	101.0	43.9	-5.8	0.0	2.2	-6.9	1.6	-0.2	15.7	0.0
Cc1cc(C)cc(N2C(=O)CC(Sc3nnnn3-c3ccccc3)C2=O)c1 (centres undefined)	102.0	-21.3	-8.3	-0.1	6.0	-1.6	16.6	4.3	2.2	2.9
O=C(c1cc2cc(Cl)ccc2o1)N1CCCC1	96.0	6.3	-3.9	-0.1	1.6	-78.8	-7.7	-0.1	4.7	-1.5
c1ccc(C(Cc2nc(-c3ccccn3)no2)c2ccccc2)cc1	99.0	1.6	x	-0.2	-3.4	-5.7	-0.4	6.5	-6.2	2.5
Oc1c(/C=N/c2ccccn2)sc2ccccc12	103.0	-22.1	-6.3	-0.1	4.2	-6.2	-3.5	0.7	8.1	15.5*

Three compounds already listed, sorted by heavy-atom count, rising.
SMILES	ABCB6 inh MLPCN	Cardio protect	CaV13 ICDI inh	aDG glyco up	N-glyco inh	PDI turbidity	Granule exo inh	iPSC survival up	Vif imaging	m5-HT2A agonist
c1ccc(C(Cc2nc(-c3ccccn3)no2)c2ccccc2)cc1	99.0	1.6	x	-0.2	-3.4	-5.7	-0.4	6.5	-6.2	2.5
Cc1cccc(CS(=O)(=O)Cc2ccc(C(=O)NCCCN3CCCC3)o2)c1	95.0	-1.1	-9.4	0.2	-2.0	0.7	-1.3	-2.3	2.4	-2.5
O=C(Nc1nnc(-c2ccc3c(c2)OCCO3)o1)c1ccc(Cc2ccccc2)cc1	101.0	43.9	-5.8	0.0	2.2	-6.9	1.6	-0.2	15.7	0.0

Next part.
SMILES	ABCB6 inh MLPCN	Cardio protect	CaV13 ICDI inh	aDG glyco up	N-glyco inh	PDI turbidity	Granule exo inh	iPSC survival up	Vif imaging	m5-HT2A agonist
Cc1cccc(NC(=O)CNC(=O)COc2cc(F)ccc2[N+](=O)[O-])c1C	102.0	3.3	-6.5	0.2	-0.6	5.4	0.5	0.3	6.2	0.4
O=C(/C=C/c1ccccc1)Oc1ccc(C(=S)N2CCOCC2)cc1	109.0	-8.1	-4.4	-0.4	0.8	-13.5	1.7	-1.3	-6.7	-2.0
CCCCC(=O)Nc1nc2ccc3nc(C)sc3c2s1	96.0	-2.9	-6.1	-0.1	-4.3	8.6	0.9	-3.0	-5.0	-8.0
CCC1=Nc2cc(C(=O)O)ccc2Sc2ccc(Cl)cc21	101.0	-4.0	-6.7	3.9	0.9	0.4	2.8	0.2	-4.4	2.5
CCN(CC)C(=O)Cn1cnc2sc(C)c(S(=O)(=O)N3CCC(C)CC3)c2c1=O	99.0	2.4	-4.7	0.0	-0.2	6.7	9.2	-0.7	16.5	7.6
CCc1cccc2c(C(=O)CSc3nnc(C4CC4)o3)c[nH]c12	98.0	-8.7	-1.7	0.3	1.3	15.1	4.8	-2.2	-14.7	-2.8
CN(CCC(=O)c1ccccc1)CCC(=O)c1ccccc1	98.0	-10.4	-4.1	0.0	-1.4	-1.4	3.3	-0.4	10.1	-7.2
O=C(Nc1ccc(F)cc1)C1CCN(C(=O)c2ccc(F)cc2)CC1	94.0	1.9	-2.2	-0.3	1.2	-8.8	3.6	-2.1	10.8	1.2
COc1ccc(S(=O)(=O)N2C[C@H]3CON(C)[C@H]3C[C@H]2c2ccc(-c3cc4ccccc4o3)cc2)cc1	97.0	-0.9	-3.8	0.1	-4.2	-4.1	-5.5	-2.2	-3.7	-11.1
c1cnc2cc(-c3ccsc3)ncc2c1	97.0	-1.2	-5.7	-0.1	4.2	0.5	-0.4	-1.0	0.6	-0.5
Cc1ccc(C(C)C)c(OCCN2CCc3ccccc3C2)c1	96.0	-10.4	0.1	0.1	-5.6	11.6	13.1	-0.9	-7.5	-3.1
CC(C)Cc1cc(C(=O)Nc2cccnc2)no1	100.0	-17.8	-5.2	1.2	-6.7	x	-4.2	-2.2	-8.3	-1.1
CN(C)CCCNC1=CC(=O)CC(c2ccccc2)C1 (centres undefined)	98.0	6.6	-2.3	-0.1	2.5	2.2	-4.7	-0.4	2.6	-5.2
CN(C)c1ccc(C(=O)N2CCNC(=O)C2CC(=O)Nc2ccc(F)cc2)cc1 (centres undefined)	103.0	-0.2	x	-0.3	1.6	2.3	4.1	-0.5	6.8	0.2
COCCCNCCCCOc1ccc(C)cc1[N+](=O)[O-]	101.0	5.1	-5.3	0.5	-0.6	0.3	-0.9	2.1	-14.8	-0.3
O=C(CCCc1nc(-c2ccc(Cl)cc2)no1)Nc1cccnc1	98.0	-9.8	-2.9	1.0	-1.3	1.2	-1.4	1.6	-24.9	0.5
O=C(NNC(=S)Nc1cccc(C(F)(F)F)c1)c1ccncc1	97.0	2.2	-17.8	-0.3	0.5	16.9	14.5	2.3	7.7	-6.6
COc1ccc(CC(=O)O/N=C(\N)c2cccc([N+](=O)[O-])c2)cc1	98.0	-6.0	7.7	-0.2	-3.3	-10.6	-2.4	0.5	7.8	-1.5
Cc1cc(C)nc(Nc2ccccc2Cl)n1	98.0	-5.8	-19.9	-0.1	2.3	-0.6	-12.7	-0.2	-2.9	-2.3
CC(C)(C)OC(=O)N/N=C/c1c[nH]c2ccccc12	99.0	-3.7	-3.7	-0.3	0.7	4.8	13.1	-1.4	-2.0	-3.7
COc1ccccc1OCC(=O)Nc1cc2c(cc1C(=O)O)OCCCO2	97.0	7.6	-4.0	0.0	-0.1	-15.1	-3.7	-0.7	5.3	6.2
COc1ccccc1C(=O)CN1C(=O)NC2(CCCCCC2)C1=O	103.0	0.1	-4.9	0.0	-1.3	1.7	-0.6	8.6	6.9	0.6
Cc1ccc2ccc(S(=O)(=O)n3nc(C)cc3C)cc2c1	94.0	-7.2	-7.5	0.3	-0.9	16.7	-0.1	2.6	5.4	-9.4
COc1cccc(C2=NOC(C(=O)Nc3cc(C)nn3-c3ccccc3)C2)c1OC (centres undefined)	103.0	0.5	-3.3	0.0	4.8	x	1.4	-2.2	x	0.2
Cc1nn(-c2ccccc2)c(N)c1Sc1ccc([N+](=O)[O-])cc1	101.0	3.8	-5.4	0.0	0.8	-9.3	-2.4	1.5	-1.6	-6.8
COc1cc(C(c2sc3nc(C)nn3c2O)N2CC(C)OC(C)C2)cc(OC)c1OC (centres undefined)	95.0	-0.3	-6.4	0.1	5.8	x	-1.1	-0.6	3.0	1.2
Cc1c(C(=O)NCCc2ccccc2)oc2ccccc12	94.0	-3.7	-7.5	-0.2	-11.6	22.2	8.1	-0.6	15.1	-2.9
Cc1noc(C)c1NC(=O)Nc1cccc2c1O[C@H](CN(C)S(C)(=O)=O)[C@@H](C)CN([C@H](C)CO)C2=O	97.0	5.3	-11.9	-0.1	1.2	-8.7	16.2	-1.9	1.2	2.4
CCOc1ccc(NC(=O)C/C(C)=N/NC(=O)Cc2ccc(Cl)cc2)cc1	98.0	-4.5	-3.3	0.1	-1.4	-6.3	20.2	-0.2	-10.9	5.0

An unsorted share of the library; 3.1% or so of the library scored in one or more.
